STEP inh: STEP phosphatase inhibitors, primary screen, biochemical, fluorescence intensity, uHTS; hit rate 0.25% among 360,000; recombinant STEP, OMFP fluorogenic substrate; AID 588621, 2011; inhibition, % at 20 µM;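 active means inhibition at 20 µM, scaled per plate between control wells, above about 37%, limit read from the data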;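 further: 0% = DMSO with enzyme and substrate and 100% = substrate only without enzyme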
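Also added – OMFP at 25 µM · Test system – STEP tyrosine phosphatase · Technique – FITC-channel fluorescence of OMFP product · Schedule – 20 min at room temperature, dark · Evaluation – control-normalized % inhibition with plate pattern correction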
Scp1 inh: Scp-1 phosphatase inhibitors, primary screen, biochemical, colorimetric, uHTS; Carboxy-terminal domain RNA polymerase II polypeptide A small phosphatase 1 (Homo …; Recombinant Scp1, phosphopeptide, malachite green phosphate absorbance; inhibition, % at 20 µM; hit rate 0.88% among 340,000; AID 493091, 2011;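 active means inhibition above about 50% at 20 µM, limit read from the data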;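 further: plate controls were DMSO wells with enzyme for no effect and wells lacking enzyme for full effect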
Target sequence (Q9GZU7 76-261 limits assumed): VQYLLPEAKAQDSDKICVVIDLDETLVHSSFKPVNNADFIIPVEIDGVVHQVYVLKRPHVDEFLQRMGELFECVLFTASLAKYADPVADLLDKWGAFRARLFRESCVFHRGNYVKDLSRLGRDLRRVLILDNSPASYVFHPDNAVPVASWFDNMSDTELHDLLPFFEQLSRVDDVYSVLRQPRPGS
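Material: truncated SCP-1 phosphatase (76-261aa) / Buffer or medium: 50 mM Tris acetate pH 5.5, 0.005% Tween-20, 10 mM MgCl2 / Compound dosing: one concentration, 20 µM, with 1.0% DMSO / Incubation: 45 min room-temperature reaction, 5 min colour, 30 min stabiliser / Detection: colorimetric free-phosphate detection, absorbance 630 nm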
TbMetRS inhib: T. brucei MetRS inhibitors, primary screen, biochemical, luminescence; methionyl-tRNA synthetase (Trypanosoma brucei brucei); purified T. brucei MetRS, ATP depletion, Kinase-Glo luminescence; inhibition, % at 11.9 µM; hit rate 0.4% among 360,000;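 active means inhibition above a per-plate cutoff of the control wells' mean inhibition plus 3 SD, cut at about 5.5% in these data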;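 further: 0% = DMSO wells median and 100% = median of wells with control inhibitor compound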
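Material – parasite MetRS enzyme · Medium – HEPES-MgCl2-KCl buffer plus DTT, spermine, BSA, pyrophosphatase · Reagent – ATP, methionine and E. coli bulk tRNA substrates · Times – 15 min enzyme-compound preincubation, 2 h reaction, 10 min detection, 25 °C · Measured by – luminescence of leftover ATP · Evaluation – percent inhibition relative to median high and low control wells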
SKN-1 block: suppressors of acrylamide-induced Pgst-4::GFP reporter in worms, primary screen, SKN-1 inhibitor project, whole organism, uHTS, GFP/RFP fluorescence ratio, strain VP596. C. elegans VP596 Pgst-4::GFP/RFP ratio, 24 h. inhibition, % at 21.8 µM. hit rate 0.49% among 360,000;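 active means interference check ratio from 0.5 to 1.5 plus GFP to RFP signal ratio inhibition reaching or exceeding a fixed threshold, cut at about 30% in these data, passing the limit was not always enough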; further: some compounds called inactive have numbers as strong as hits
NadD inh: inhibitors of S. aureus NadD, primary screen, biochemical, colorimetric, uHTS | inhibition, % at 20 µM | hit rate 0.78% among 360,000 | purified NadD enzyme, colorimetric absorbance read-out; in the data active means inhibition above about 26%; further: some compounds past the cut are filed as inactive
SUMO1 PPI mod: modulators of SUMO1 protein-protein interactions, primary screen, biochemical, uHTS; Small ubiquitin-related modifier 1 (Homo sapiens), P63165; SUMO1 binding to a labelled peptide, TR-FRET, 1 h; inhibition, % at 20 µM; hit rate 0.33% among 360,000; in the data active means inhibition above about 37%
Target sequence (P63165 whole entry, looked up): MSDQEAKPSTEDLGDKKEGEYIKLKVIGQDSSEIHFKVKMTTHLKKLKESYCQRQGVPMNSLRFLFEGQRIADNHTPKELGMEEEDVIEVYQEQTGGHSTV
DNMT1 inh: human DNMT1 methyltransferase inhibitors, primary screen, biochemical, molecular beacon, fluorescence, HinP1I cleavage, uHTS. inhibition (reported as % activation of signal), % at 10 µM. DNA (cytosine-5)-methyltransferase 1 (Homo sapiens), P26358. hit rate 0.83% among 360,000. AID 588458, 2011; in the data active means inhibition above about 50%
LMPTP inh: LMPTP phosphatase inhibitors, primary screen, biochemical, fluorescence intensity, uHTS. hit rate 0.22% among 360,000. recombinant LMPTP-A, OMFP fluorogenic substrate. AID 651560, 2012. inhibition, % at 20 µM;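 active means compounds that cut the enzyme signal by at least half of the control window in the single-dose screen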;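 further: plate controls were DMSO wells with enzyme plus substrate for no effect and substrate without enzyme for full effect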
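test system = LMPTP-A | amount = 0.625 nM LMPTP-A final | reagent = fluorogenic phosphatase substrate OMFP at 400 µM final | incubation = 50 min at room temperature | benchmarks = no-enzyme low control, uninhibited high control | medium = Bis-Tris pH 6.0, DTT, detergent | signal = fluorescence intensity of OMFP turnover product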
NRP1-CendR mod: modulators of CendR peptide binding to NRP-1, primary screen, biochemical, fluorescence polarization, uHTS; inhibition, % at 25 µM; Neuropilin-1 (Homo sapiens), O14786; FAM-RPARPAR peptide binding to NRP-1; hit rate 0.85% among 360,000;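 active means inhibition or corrected inhibition above about 18%, plus a signal ratio from 0.5 to 1.5, limit read from the data, passing the limit was not always enough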; further: strong numbers were not always called active
Neddylation inh: inhibitors of cullin neddylation, primary screen, biochemical, TR-FRET, uHTS, NAE and Ubc12 | calls only at 25 µM | hit rate 0.58% among 360,000 | AID 651699, 2012; in the data active means inhibition above about 36%
Target sequence (P61081 whole entry, looked up): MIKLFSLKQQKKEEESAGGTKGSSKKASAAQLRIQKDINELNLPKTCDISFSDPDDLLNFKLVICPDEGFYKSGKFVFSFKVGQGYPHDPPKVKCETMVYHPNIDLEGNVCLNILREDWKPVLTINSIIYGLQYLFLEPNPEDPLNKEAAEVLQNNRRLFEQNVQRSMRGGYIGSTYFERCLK
Target sequence (Q13564 whole entry, looked up): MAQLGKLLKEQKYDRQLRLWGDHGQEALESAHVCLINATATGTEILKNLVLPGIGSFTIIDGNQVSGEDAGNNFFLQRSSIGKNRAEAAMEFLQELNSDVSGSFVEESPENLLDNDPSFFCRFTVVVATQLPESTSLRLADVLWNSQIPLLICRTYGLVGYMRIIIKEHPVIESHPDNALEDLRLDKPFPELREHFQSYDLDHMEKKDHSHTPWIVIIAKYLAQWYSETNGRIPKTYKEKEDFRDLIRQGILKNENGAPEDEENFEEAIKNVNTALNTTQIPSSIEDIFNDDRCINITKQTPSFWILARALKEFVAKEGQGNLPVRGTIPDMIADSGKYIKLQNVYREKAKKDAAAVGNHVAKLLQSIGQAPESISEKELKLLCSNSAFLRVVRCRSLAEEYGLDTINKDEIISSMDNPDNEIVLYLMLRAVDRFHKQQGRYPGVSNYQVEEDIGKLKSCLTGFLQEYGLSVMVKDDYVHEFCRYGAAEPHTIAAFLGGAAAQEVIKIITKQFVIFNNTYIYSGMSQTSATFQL
Numbers without * were called inactive; i = inactive; x = not tested or not shown.

compound,STEP inh,Scp1 inh,TbMetRS inhib,SKN-1 block,NadD inh,SUMO1 PPI mod,DNMT1 inh,LMPTP inh,NRP1-CendR mod,Neddylation inh
COc1ccccc1CNCC(=O)N1CC(=O)Nc2ccccc21,0,-7,0.4,-6,-2,2,3,-1.2,9,i
O=C(CNC(=O)c1ccccc1)NCC1COc2ccccc2O1 (stereo unspecified),6,-7,0.3,-9,4,-2,-9,-2.5,0,i
COc1ccc(C(CNC(=O)c2ccc(N3CCCC3=O)cc2)N(C)C)cc1 (stereo unspecified),-8,-1,-0.5,-3,-2,0,-1,-2.9,1,i
COc1ccc(CN(Cc2cccn2C)S(=O)(=O)c2ccc(C)cc2)cc1,3,-14,0.6,-2,0,8,0,3.4,8,i
COc1ccccc1CNC(=O)COc1ccc(S(=O)(=O)N2CCOCC2)cc1C,-1,-6,0.1,1,0,-2,3,-1.2,2,i
O=C(NCC1(N2CCOCC2)CCCCC1)c1ccc(S(=O)(=O)Nc2ccccc2F)cc1,3,2,-0.4,-11,-1,-7,2,0.1,-5,i
CCN(CC)CCN(Cc1cc2ccc(C)cc2[nH]c1=O)C(=O)Nc1ccc(Cl)cc1,4,0,1.8,5,-4,7,-1,3.0,1,i
COc1ccc(NC(=O)CSc2nnnn2-c2ccccc2F)cc1,0,-5,-1.0,-13,-10,-1,3,-2.4,1,i
COc1ccccc1C(=O)C1CCCN(C(=O)c2cc(CC(C)C)nc(C)n2)C1 (stereo unspecified),-3,-4,0.5,1,-5,2,-1,-1.3,-3,i
NC(=O)c1sc2nc3c(cc2c1N)CCC3,2,0,-0.9,-11,-3,-18,2,-0.4,5,i
CCc1ccc(NC(=S)N(CCOC)C2CCN(C(C)=O)CC2)cc1,9,-1,-0.9,13,1,10,1,0.2,-12,i
COc1ccc(-c2nc(CS(=O)CC(=O)NCc3ccc4c(c3)OCO4)c(C)o2)cc1 (stereo unspecified),-2,-5,0.2,1,1,5,1,-1.2,-8,i
COc1ccc(NC(=O)c2ccc(COc3ccccc3Br)o2)cc1OC,-2,-6,-1.1,0,-11,0,-6,1.2,22,i
Cc1ccc(S(=O)(=O)CC(=O)Nc2nc(-c3ccccc3)cs2)cc1,0,-15,-2.1,-2,-8,0,-2,0.9,-4,i
Cc1cc(C)c(-c2csc(Cc3nc(-c4cc5ccccc5oc4=O)cs3)n2)cc1C,-1,-5,0.7,15,7,-1,0,3.2,-29,i
Cc1cc(C)c(C(=O)C(C)OC(=O)Cc2n[nH]c(=O)c3ccccc23)cc1C (stereo unspecified),-2,-8,-0.1,10,-1,3,0,-0.7,12,i
C=CCn1c(SCc2nc3ccccc3c(=O)[nH]2)nnc1-c1cc2cc(Cl)ccc2o1,-2,2,-0.8,-8,8,-4,19,-2.2,10,i
NC(=O)c1ccc2c(=O)n3c(-c4cc(Cl)c(N)c(Cl)c4)csc3nc2c1,10,8,-0.3,13,-4,56*,-7,7.8,-11,i
CCN1C(=O)[C@H]2[C@@H](c3ccc(-c4cc(C(C)=O)cs4)cc3)N3CCCC[C@@]3(C(=O)OC)[C@H]2C1=O,-3,-5,0.2,-12,-4,-42,-16,2.4,-7,i
CC(C)(C)NCC(O)Cn1cc(C=O)c2ccccc21 (stereo unspecified),1,15,-1.3,-7,-4,-2,2,-1.2,7,i
COc1cc(/C=C2/S/C(=N/S(=O)(=O)c3ccccc3)NC2=O)c([N+](=O)[O-])cc1OC,-2,-1,0.1,13,7,10,-8,0.6,-48,i
OCC[C@@H]1C[C@H](O)[C@@H](O)[C@@]2(Cc3ccccc3O2)O1,3,-3,-0.3,7,-1,0,5,0.1,19,i
CCOc1ncccc1C(=O)OCC(=O)c1cccs1,3,-8,-0.6,-5,-3,-1,4,-0.5,-5,i
Cc1ccc(OCCNC(=O)c2cc(-n3cnnc3)ccc2Cl)cc1C,0,-5,0.1,8,3,1,-3,-1.1,-14,i

Some values from the entries so far:
CCOc1ncccc1C(=O)OCC(=O)c1cccs1 | NRP1-CendR mod = -5
CC(C)(C)NCC(O)Cn1cc(C=O)c2ccccc21 (stereo unspecified) | SUMO1 PPI mod = -2

(continued)
compound,STEP inh,Scp1 inh,TbMetRS inhib,SKN-1 block,NadD inh,SUMO1 PPI mod,DNMT1 inh,LMPTP inh,NRP1-CendR mod,Neddylation inh
COc1ccc(C(O)c2coc3ccc(O)c(CN(C)C)c23)cc1 (stereo unspecified),0,-7,-0.1,8,-9,-1,-3,0.1,4,i
CCc1ccc(NC(=O)Cn2c(=O)oc3cc(S(=O)(=O)N4CCOCC4)ccc32)cc1,-2,7,15*,12,9,-2,3,1.1,-8,i
C=CC[C@H](CC(=O)NCCO)C(=O)N[C@@H](COC(=O)[C@@H](CC=C)Cc1ccc(F)cc1)Cc1c[nH]c2ccccc12,-1,-9,-0.4,-6,-10,-4,-10,1.0,4,i
CCc1nc2ccccc2n(CC)c1=O,-3,-5,0.7,11,0,-4,-3,1.0,16,i
CCC(=O)Nc1ccc(C(=O)OCc2ccc(Cl)c(Cl)c2)cc1,-4,-2,-0.1,0,-3,-2,-10,3.2,-2,i
N#CC1=C(N)c2ccccc2CC12CCCCC2,9,-2,-0.4,26,4,-15,-4,2.0,8,i
Cc1ccc(S(=O)(=O)N2C[C@@H]3[C@H]4CC[C@H](C4)[C@@H]3[C@@H](C)C2CC(=O)c2ccccc2)cc1 (stereo partly specified),3,-4,-1.2,9,-1,-1,1,1.7,-5,i
CC(=O)NC(c1ccccc1)c1nc(-c2cccc(C(=O)O)c2)cs1 (stereo unspecified),-2,x,-0.2,7,-4,-3,2,-0.3,13,i
CC(=O)Nc1ccc(S(=O)(=O)Nc2ccc(S(=O)(=O)N3CCCCCC3)cc2)cc1,-18,-2,-1.0,-24,-6,6,-11,0.1,0,i
CC(=O)Nc1sc(N/N=C\c2ccccc2)nc1-c1cccs1,2,3,-0.4,14,15,-10,-28,1.1,-50,i
COc1ccccc1Cc1nc(-c2cccnc2)no1,-2,-8,-0.4,-16,-7,-4,2,-0.7,5,i
CSc1ccccc1C(=O)C1CCCN(S(=O)(=O)c2c(C)noc2C)C1 (stereo unspecified),2,-11,-0.4,-4,-1,-1,-8,0.0,-14,i
CCCn1c(O)c(/C=C2\C=NN=C2c2ccccc2)sc1=S,-1,-13,-0.2,-10,-2,-8,-3,3.1,-7,i
COc1cc2c(cc1OC)CN(C(=O)CN1C(=O)c3ccc([N+](=O)[O-])cc3C1=O)CC2,1,4,0.1,-8,-2,-39,0,1.2,6,i
COc1ccccc1NC(=O)N(C)C[C@H]1OCc2cnnn2CCCC(=O)N([C@H](C)CO)C[C@H]1C,2,x,-0.5,-13,2,7,10,-2.0,0,i
CN(CC(=O)Nc1c(Cl)cccc1Cl)C(=O)Cc1ccsc1,-1,3,-0.3,1,-2,0,8,-1.3,2,i

The final 2 compounds of the section above lead into the next.
compound,STEP inh,Scp1 inh,TbMetRS inhib,SKN-1 block,NadD inh,SUMO1 PPI mod,DNMT1 inh,LMPTP inh,NRP1-CendR mod,Neddylation inh
COc1ccccc1NC(=O)N(C)C[C@H]1OCc2cnnn2CCCC(=O)N([C@H](C)CO)C[C@H]1C,2,x,-0.5,-13,2,7,10,-2.0,0,i
CN(CC(=O)Nc1c(Cl)cccc1Cl)C(=O)Cc1ccsc1,-1,3,-0.3,1,-2,0,8,-1.3,2,i
COc1ccccc1-c1c(C)nn2c(N3CCCCCC3)cc(C)nc12,0,-3,-1.4,-1,7,8,-8,2.1,-9,x
COc1ccc([N+](=O)[O-])cc1/C=N/NC(=O)CNC(=O)c1cccc(F)c1,0,-14,-0.7,1,5,-14,2,-1.3,2,i
Cc1cccc(CN2[C@@H](CC(C)C)COCCS2(=O)=O)c1,2,4,-0.4,0,-6,6,2,-0.4,18,i
CCOC(=O)c1ccc(NC(=O)CCC(CC)C(=O)O)cc1 (stereo unspecified),1,-6,-1.6,-13,2,1,3,0.8,-4,i
Cc1onc(-c2c(F)cccc2Cl)c1C(=O)N1CCc2ccccc21,-1,-11,-0.7,3,2,-1,2,-1.1,4,i
O=c1oc(-c2ccccc2F)nc2c1cnn2-c1ccccc1,-1,-9,-0.2,-2,-6,6,4,-1.6,-10,i
Cc1c(O)c(CN2CCCCC2)cc2c1oc(=O)c1ccccc12,-2,-2,0.0,-2,-1,1,0,-0.5,14,i
C[C@@H](O)[C@H]1O[C@]2(C)CCC[C@H]1O2,0,-4,0.2,-4,0,1,9,-0.5,-9,i
CCOC(=O)N1CCN(C(=O)C2CCN(c3ncnc4c3sc3cccc(F)c34)CC2)CC1,0,3,-0.8,6,-2,2,-3,2.4,-3,i
Cn1nnnc1SCC(=O)NNC(=O)c1ccc(Cl)cc1,-2,-3,-0.1,-4,2,-1,0,-0.5,3,i
O=S(=O)(Nc1ccc(-c2cn3c(n2)SCC3)cc1)c1ccccc1F,-5,0,-0.3,21,5,7,0,2.2,-11,i
CC(=O)Nc1ccc(S(=O)(=O)N(C)CC(=O)OC2CCCCC2=O)cc1 (stereo unspecified),2,-9,-0.4,-12,3,-6,3,-6.0,8,i
COc1ccccc1C(=O)N1CCN(C(=O)c2oc3c(C)c(C)ccc3c2C)CC1,1,x,-0.6,-15,-1,-8,5,-0.2,-1,i
CC1Cc2ccccc2N1C(=O)CN(C)CC(=O)Nc1ccc(OC(F)(F)F)cc1 (stereo unspecified),-2,6,0.1,4,1,3,7,2.4,-9,i
S=C(Nc1ccc(Cl)cc1Cl)NC1CCCCC1,2,-4,0.4,5,3,-2,-2,0.1,-8,i
CCCNC(=O)C1(C)CCN(C(=O)c2ccccc2OC)C1 (stereo unspecified),-3,x,-0.3,-1,1,-1,8,-1.2,-4,i
Cc1ccn2cc(CCNS(=O)(=O)c3ccc4ccccc4c3)nc2c1,0,-9,-0.2,24,-4,-4,1,-2.0,20,i

Compound activity: PubChem BioAssay, several laboratories
